Bioassay records from PubChem.
esBAF inh – blocks esBAF chromatin remodeling in mouse ES cells | Bmi1-luciferase knock-in reporter, 24 h; 100% = twice the neutral-well signal | reporter increase, % at 12.5 µM | 350,000 compounds, 2% hits; in the data active = activation above about 40%;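 also: 0% = median of the plate's neutral control wells and 100% = double that signal; a rise in the Bmi1 reporter signal indicates esBAF inhibition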
RAD52 anneal inh – inhibitors of human RAD52 DNA annealing | inhibition, % at 18.7 µM | AID 651710 | recombinant RAD52 DNA annealing, FRET fluorescence | 360,000 compounds, 0.46% hits;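 active = every replicate showing at least 50% inhibition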
ERAP1 inh – ERAP1 (human) enzyme inhibition | Q9NZ08 | recombinant ERAP1, Leu-AMC fluorescence, 60 min | inhibition, % at 10.7 µM | 340,000 compounds, 0.15% hits;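 active = mean replicate inhibition of at least 30%, or all replicates individually reaching that 30% level; inactive = mean below 30% and not every replicate reaching it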;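 also: 0% = neutral control wells and 100% = L-leucinethiol positive control wells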
CFTR F508del cor – correctors of CFTR F508del function in bronchial epithelial cells | 350,000 compounds, 0.36% hits | activity (quench increase), % at 7.58 µM | CFBE cells, YFP halide quenching; stimulated with forskolin plus potentiator P3; % fluorescence drop versus neutral controls;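 active = mean added fluorescence quench of at least 8% versus neutral control, with both replicates also reaching 8%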;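 also: cells transiently co-express mutant CFTR-F508del with the halide-sensitive YFP; corrector assay measuring rescue of mutant channel to the surface after 24 h compound exposure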
RAD54 branch – RAD54 (human) branch migration inhibition | inhibition, % at 10.4 µM | 360,000 compounds, 0.14% hits | Q92698 | RAD54 Holliday junction branch migration, FAM/BHQ fluorescence;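 active = mean normalized replicate activity at least 40 and at least half of replicates scoring 40 or more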;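 also: 0% = median of neutral control wells and 100% = median of positive control wells; inhibitors cause a drop in the FAM fluorescence signal; in these data hits start at about 50%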
Target sequence (Q92698 whole entry, looked up): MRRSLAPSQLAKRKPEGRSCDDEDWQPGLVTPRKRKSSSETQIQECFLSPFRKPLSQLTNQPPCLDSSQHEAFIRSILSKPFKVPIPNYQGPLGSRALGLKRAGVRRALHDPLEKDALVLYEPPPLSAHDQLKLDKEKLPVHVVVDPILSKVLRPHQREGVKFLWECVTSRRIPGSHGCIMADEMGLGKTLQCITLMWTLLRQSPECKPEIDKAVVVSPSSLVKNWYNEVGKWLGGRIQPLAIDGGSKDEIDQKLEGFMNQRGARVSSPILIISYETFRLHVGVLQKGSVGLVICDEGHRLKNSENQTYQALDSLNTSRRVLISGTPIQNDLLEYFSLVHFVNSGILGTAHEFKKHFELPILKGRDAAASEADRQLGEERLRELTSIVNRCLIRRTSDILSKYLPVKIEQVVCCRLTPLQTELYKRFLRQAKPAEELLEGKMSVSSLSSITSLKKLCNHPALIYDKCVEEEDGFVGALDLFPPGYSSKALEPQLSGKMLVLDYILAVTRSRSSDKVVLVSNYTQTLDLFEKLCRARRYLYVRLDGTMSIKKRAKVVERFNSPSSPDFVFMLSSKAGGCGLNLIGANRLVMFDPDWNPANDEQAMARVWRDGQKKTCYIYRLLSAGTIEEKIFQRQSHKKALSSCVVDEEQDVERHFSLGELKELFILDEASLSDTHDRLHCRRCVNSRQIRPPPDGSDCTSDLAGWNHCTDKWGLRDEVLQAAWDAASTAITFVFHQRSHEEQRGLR
ARNT TACC3 PPI – disruptors of human ARNT/TACC3 interaction; Q9Y6A5; inhibition, % at 9.99 µM; 390,000 compounds, 0.66% hits; AlphaScreen His-ARNT PAS-B/GST-TACC3 binding, luminescence; TACC3 fragment carries E629A point mutation;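 active = mean inhibition of replicates at least 50% and at least half of replicates each reaching 50%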;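 also: 0% = complete ARNT plus TACC3 wells and 100% = ARNT alone without TACC3; many hits fall short of the cut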
GSIS activator – primary screen for activators of insulin secretion dependent on glucose, INS-1E cells, GLuc reporter luminescence; INS-1E GLuc reporter insulin secretion, 2-3 h; activation, % at 16.6 µM; 370,000 compounds, 0.61% hits; AID 743287;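 active = lowest replicate activation of at least 40%, so every replicate reaches that level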;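 also: 0% = median of neutral control wells and 100% = median of IBMX positive control wells; some compounds called inactive have numbers as strong as hits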
XiGFP reactiv – X-chromosome reactivation activator. XiGFP mouse fibroblasts, % GFP-positive cells imaging, 3 d; cells co-treated with 5-aza-dC sensitizer; scaled so ellipticine positive control = 100%. AID 743238. activation, % at 7.58 µM. 360,000 compounds, 0.055% hits;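 active = mean normalized replicate activation at least 10% and every replicate at or above 10%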;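 also: 0% = median of on-plate neutral control wells and 100% = ellipticine 6 µM median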
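assay system = SV40-immortalized XiGFP fibroblast cells, line 68-5-11 | buffer or medium = DMEM plus 5-aza-dC sensitizer | doses = single-point pinned compound dosing | times = 3-day compound exposure, then 15 min fixation at room temperature | benchmarks = positive control ellipticine, 6 µM final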
The depositor's hits bear a star; / = not tested or not shown; & = joins results of further samples.

SMILES	esBAF inh	RAD52 anneal inh	ERAP1 inh	CFTR F508del cor	RAD54 branch	ARNT TACC3 PPI	GSIS activator	XiGFP reactiv
Cc1cccc(/C=N/NC(=O)c2ccc(NC(=O)c3ccccc3Cl)cc2)n1	-3	-3	3	-2.4	-3	-3	-1	0.4
CCc1ccc(S(=O)(=O)/N=C2\C=C(Nc3cccc(C(=O)O)c3)C(=O)c3ccccc32)cc1	9	-1	-24	1.1	3	69*	-51	0.1
COc1ccc(/C(N)=N/OC(=O)CCc2ccccc2)cc1OC	/	-5	3	1.3	/	6	6	0.0
Cc1c(Cc2ccc3c(c2)OCO3)sc(NC(=O)c2ccc3ccccc3c2)c1C(N)=O	5	-3	1	-2.6	-14	/	/	0.0
Cn1c(=O)c2sccc2n2c(CCCC(=O)NCc3cccnc3)nnc12	-2	-3	-3	-0.7	6	5	2	-0.1
C[C@@H]1CCCCO[C@H](CN(C)C(=O)CCC(F)(F)F)[C@H](C)CN([C@H](C)CO)C(=O)c2cc(NS(=O)(=O)c3ccccc3)ccc2O1	2&2	11&15	2&2	0.0&0.1	-2&-2	-1&-2	-11	0.0
CCN(C[C@@H]1[C@H](c2ccccc2)[C@@H](CO)N1C(C)=O)C(=O)c1ccccn1	2	10	3	0.7	6	-8	5	0.2
C[C@@H]1CN([C@H](C)CO)C(=O)c2cc(/C=C/c3ccccc3)cnc2O[C@@H]1CN(C)Cc1cncnc1	-3	-2	0	0.0	-3	-3	10	-0.3
COc1ccc(NC(=O)CCC(=O)Nc2nnc(CC(C)C)s2)cc1Cl	-3	-10	-4	2.6	5	-14	0	0.1
COc1ccc(NC(=O)N(C)C[C@H]2Oc3ccc(NC(=O)Cc4cn(C)c5ccccc45)cc3C(=O)N([C@H](C)CO)C[C@@H]2C)cc1	5	-12	1	3.1	-8	5	-38	-0.9
CCOC(=O)C1CCN(C(=O)c2cccc(S(=O)(=O)N3c4ccccc4CC3C)c2)CC1 (stereo not given)	3	-10	1	4.1	13	-25	-19	0.0
O=C(OCC(=O)N1CCCC1)c1cnc(Cl)c(Cl)c1	2	-17	-1	4.0	-1	8	11	0.0
Cc1ccc2cc(CCNC(=O)c3ccc(S(=O)(=O)N4CCOCC4)cc3)c(=O)[nH]c2c1	-2	-25	-2	2.1	-23	-7	-13	0.2
CC(=O)c1cccc(NC(=O)C(C)OC(=O)c2ccc(Br)o2)c1 (stereo not given)	3	-16	-1	-2.8	-1	-3	-1	0.1
Cc1cc(-c2nnc3n2N=C(c2ccc(F)cc2)CS3)n[nH]1	/	0	6	/	/	17	16	0.2
CC1CCCCN1C(=O)CN1C(=O)CSc2ccc(S(=O)(=O)N3CCOCC3)cc21 (stereo not given)	-2	-4	4	0.3	0	0	2	0.0
Cc1cc(C)cc(Nc2ccc3nonc3c2[N+](=O)[O-])c1	/	-3	2	-1.2	/	-6	4	0.0
O=C(NCC[C@@H]1CC[C@H](NS(=O)(=O)c2ccccc2F)[C@@H](CO)O1)c1ccc(F)cc1	4	2	1	-0.6	-3	5	12	0.0
CC(C)C[C@H](NC(=O)c1nc[nH]c1C(=O)NCCNC(=O)OC(C)(C)C)C(=O)CNCCNC(=O)c1[nH]cnc1C(=O)N[C@@H](C)C(=O)OC(C)(C)C	-1	2	-1	5.0	-2	1	-19	-0.1
O=C(CCc1ccccc1)N1CCCC(Nc2ccc(F)cc2)C1 (stereo not given)	/	5	-2	-1.1	9	/	-1	-0.1
COc1ccc2c(c1)Sc1ccccc1N2	/	-7	0	2.4	/	15	6	0.2
CSC[C@@H]1NC(=S)N(c2ccc(C)cc2)C1=O	/	-37	1	/	/	3	15	0.0
CCN(CC(=O)NCc1cccs1)C(=O)c1ccc(S(=O)(=O)N(CC)c2ccccc2)cc1	-2	14	0	-0.3	5	6	-32	0.0
CCOC(=O)C1=CN(Cc2cccc(-c3ccc4c(c3)OCO4)c2)S(=O)(=O)N(C)C1C (stereo not given)	1	-8	-2	5.5	-4	5	1	0.4
C[C@H](CO)N1C[C@H](C)[C@@H](CN(C)C(=O)Nc2cccc3ccccc23)OCCCC[C@H](C)Oc2ccc(NS(=O)(=O)c3cccs3)cc2C1=O	4	-17	1	-1.1	-22	-7	3	-0.4
COc1ccc(CCNC(=O)c2cccc(C(=O)NCCc3ccc(OC)cc3)n2)cc1	/	-15	2	0.8	-4	-1	/	0.0
Cc1cccc([C@@H](NC(=O)OC(C)(C)C)C(=O)OC(C)(C)C)c1	-1	-8	-1	1.1	-3	-4	3	0.1
CCOC(=O)N1CCN(C(=O)CSc2nc(=O)n3cc(C)ccc3n2)CC1	/	-9	-7	0.5	-9	-3	11	0.4
Cc1ccc(C(=O)NC(C)c2ccccc2)cc1Br (stereo not given)	0	-12	1	-3.4	/	/	/	0.0
O=C(Nc1nnc(N2CCCCCC2)s1)c1cc(-c2ccc(Br)cc2)on1	-3	3	2	-2.9	6	-1	/	-0.2
Cc1ccc(N2OC3C(=O)NC(=O)C3C2c2ccco2)cc1 (stereo not given)	-8	-11	4	-0.9	-9	3	-7	0.0
CCn1nc(NS(=O)(=O)c2ccccc2)c2cc3ccc(C)cc3nc21	-1	-19	1	-2.4	12	/	15	0.0
O=C1CNC[C@@H]2[C@@H](c3ccc(-c4ccccc4F)cc3)[C@@H](CO)N12	/	-14	1	-0.8	/	/	8	0.0
Cc1ncccc1C(=O)N1CCCC(C(=O)c2ccc3c4c(cccc24)CC3)C1 (stereo not given)	/	-44	0	-1.1	/	/	-8	-0.1
C[C@@H]1CN([C@@H](C)CO)C(=O)CCCn2nncc2CO[C@H]1CN(C)CC1CC1	-3	-8&4	0	-1.6&-1.0	-3	2	17&12	-0.1&0.0
CC(=O)c1ccccc1NC(=O)COC(=O)Cc1cccc(C(F)(F)F)c1	-3	2	1	-1.3	-3	0	1	0.1
Cc1ccc(Cn2c(C3CCCN3c3nc(-c4ccc(F)cc4)cs3)nc3cc(C(=O)NCCCO)ccc32)cc1 (stereo not given)	4	-32	1	-3.4	4	1	14	0.3
Cc1cccc(-c2nnc(SCC(=O)N3c4ccccc4CCc4ccccc43)n2C)c1	/	-4	2	/	/	21	-73	0.2
C[C@H]1C[C@H]2[C@@H]3CCC4=CC(=O)C=C[C@]4(C)[C@@]3(F)[C@@H](O)C[C@]2(C)[C@@]1(O)C(=O)CO	-1	-2	0	10*	-9	6	-7	0.0
Cc1cc(=O)oc2c(C)c(OCC(=O)N3CCN(c4cccc(Cl)c4)CC3)ccc12	-1	-7	-3	-0.8	26	-3	-3	0.1
COc1ccc(NC(=O)CC2Oc3ccc(C)cc3NC2=O)cc1 (stereo not given)	4	-6	/	-1.9	1	-5	-6	0.1
CC(C)CC#Cc1ccc2c(c1)O[C@@H](CN(C)C(=O)NC1CCCC1)[C@H](C)CN([C@H](C)CO)S2(=O)=O	4	9	-2	6.0	-2	-3	-25	-0.3
COc1ccc(CNC(=O)CCc2ccc(S(=O)(=O)N3CCCCCC3)cc2)cc1	4	-5	3	-2.2	-6	-8	-18	0.0
O=C(Nc1ccc(C2CC2(Cl)Cl)cc1)c1ccccc1Br (stereo not given)	/	-8	-4	0.6	/	-16	-17	0.0
C[C@@H]1CN([C@@H](C)CO)C(=O)c2cc(NC(=O)c3ccccc3)ccc2O[C@@H](C)CCCCO[C@@H]1CN(C)C(=O)Nc1ccc(C(F)(F)F)cc1	-1	-16	-4	-2.8	-9	-23	10	-0.5
CC1(C)OC2OC3C(CN)OC(c4ccccc4)OC3C2O1 (stereo not given)	/	-22	1	0.9	11	4	/	-0.1
O=C(Cn1cc(C(F)(F)F)ccc1=O)N/N=C/c1ccc(Cl)c(Cl)c1	/	-23	9	/	1	-2	-26	0.8
COc1ccc(OC)c(CN2CCN(C(=O)c3cccc(S(=O)(=O)Nc4ccc(C)cc4)c3)CC2)c1	4	-11	-1	0.9	7	/	-16	-0.1
O=C(c1cccc(F)c1)N1CC[C@@H]2[C@H](CO)Nc3ccc(-c4ccccc4F)cc3[C@@H]21	3	-30	-2	11*	-4	6	-8	0.2
CC(C)COC(=O)N(C)C[C@H]1OCc2ccccc2-c2ccccc2C(=O)N([C@@H](C)CO)C[C@@H]1C	7	0	2	2.1	7	0	9	0.0
COC(=O)[C@H](C)[C@@H]1C[C@@]1(C)[C@@H](NC(=O)OCc1ccccc1)c1ccccc1	8	5	11	0.4	-2	-9	/	0.1
CC(OC(=O)Cn1ccccc1=O)C(=O)Nc1cc(Cl)cc(Cl)c1 (stereo not given)	-9	-14	0	-4.3	-4	-1	-14	0.0
CCCNC(=O)Nc1ccc2c(c1)OC[C@H](C)N(CCC)C[C@@H](C)[C@@H](OC)CN(C)C2=O	-6	0	1	0.2	-5	-4	-1	0.2
Fc1ccc2c(c1)Sc1ccc(Cl)cc1CC2N1CCN(CCC2OCCO2)CC1 (stereo not given)	/	81*	/	0.3	/	2	18	0.0
Cc1ccc2c(=O)cc(C(=O)NC3CCS(=O)(=O)C3)oc2c1C (stereo not given)	-2	0	-1	-2.1	9	6	42*	0.1
Cc1ccc(-c2ccccc2[C@@H]2[C@@H](C#N)N(C(=O)Cc3cccnc3)[C@H]2CO)cc1	/	-12	0	0.3	/	/	1	0.3
CCCc1ncc(C(O)(c2ccccc2)c2ccc(C)cc2)n1C (stereo not given)	-5	/	/	/	-6	-2	-4	0.2
COc1ccccc1-c1ccc([C@@H]2[C@@H](CO)N3CCCCN(C(=O)NC4CCCC4)C[C@@H]23)cc1	-10	3	/	-0.8	-13	-3	-37	0.1

Pulled by compound from the entries so far (two):
SMILES	esBAF inh	RAD52 anneal inh	ERAP1 inh	CFTR F508del cor	RAD54 branch	ARNT TACC3 PPI	GSIS activator	XiGFP reactiv
COc1ccc(CNC(=O)CCc2ccc(S(=O)(=O)N3CCCCCC3)cc2)cc1	4	-5	3	-2.2	-6	-8	-18	0.0
O=C(Cn1cc(C(F)(F)F)ccc1=O)N/N=C/c1ccc(Cl)c(Cl)c1	/	-23	9	/	1	-2	-26	0.8

Part of the list above with just RAD54 branch, ARNT TACC3 PPI and XiGFP reactiv.
| SMILES | RAD54 branch | ARNT TACC3 PPI | XiGFP reactiv |
| --- | --- | --- | --- |
| COc1ccc(OC)c(CN2CCN(C(=O)c3cccc(S(=O)(=O)Nc4ccc(C)cc4)c3)CC2)c1 | 7 | / | -0.1 |
| O=C(c1cccc(F)c1)N1CC[C@@H]2[C@H](CO)Nc3ccc(-c4ccccc4F)cc3[C@@H]21 | -4 | 6 | 0.2 |
| CC(C)COC(=O)N(C)C[C@H]1OCc2ccccc2-c2ccccc2C(=O)N([C@@H](C)CO)C[C@@H]1C | 7 | 0 | 0.0 |
| COC(=O)[C@H](C)[C@@H]1C[C@@]1(C)[C@@H](NC(=O)OCc1ccccc1)c1ccccc1 | -2 | -9 | 0.1 |
| CC(OC(=O)Cn1ccccc1=O)C(=O)Nc1cc(Cl)cc(Cl)c1 (stereo not given) | -4 | -1 | 0.0 |
| CCCNC(=O)Nc1ccc2c(c1)OC[C@H](C)N(CCC)C[C@@H](C)[C@@H](OC)CN(C)C2=O | -5 | -4 | 0.2 |
